Assay outcomes as filed in PubChem.
OXTR ag: activates the human oxytocin receptor | P30559 | CHO-OTR cells, Fluo-8 calcium fluorescence; normalized: DMSO 0%, oxytocin 100% | activation, % at 3 µM | hit rate 0.32% among 320,000 | AID 2435;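 active = activation above the mean of all tested compounds plus 3 SD, cutoff set per screening run, cut at about 20% in these data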;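 also: peak over basal fluorescence ratio from a 100 s FLIPR kinetic read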
GalR3 antag: antagonists of human GalR3; AID 651719; O60755; HEK293 GalR3-CNG cAMP membrane potential fluorescence; galR3 body fused to GalR1 C-terminus; hit rate 0.44% among 360,000; inhibition, % at 3 µM;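 active = inhibition above the screen-wide average plus 3 SD, cut at about 13% in these data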;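 also: forskolin and galanin both at EC90 stimulate the cells; cAMP rise reported by CNG channel membrane potential dye signal; 0% = forskolin plus galanin with DMSO and 100% = forskolin alone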
Target sequence (O60755 1-299 limits assumed): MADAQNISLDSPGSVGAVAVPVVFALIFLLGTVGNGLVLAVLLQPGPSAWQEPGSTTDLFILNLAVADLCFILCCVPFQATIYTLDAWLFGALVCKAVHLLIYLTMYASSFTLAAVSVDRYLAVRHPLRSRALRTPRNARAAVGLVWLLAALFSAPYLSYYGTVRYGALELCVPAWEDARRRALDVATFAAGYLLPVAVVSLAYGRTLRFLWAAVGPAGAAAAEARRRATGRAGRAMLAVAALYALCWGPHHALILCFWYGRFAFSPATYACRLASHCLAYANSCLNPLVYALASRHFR
NALP1 inh: NALP1 inhibition. S. cerevisiae NALP1/ASC/caspase-1 growth, X-gal OD620, 72 h. inhibition, % at 10 µM. hit rate 0.61% among 280,000; in the data active = inhibition mostly above about 24%, no sharp cut-off; inactive = mostly below about 32%; also: some compounds called inactive have numbers as strong as hits
MEKK2 WT-MEK5: raises or lowers MEK5 binding to wildtype human MEKK2 PB1 domain; bead flow cytometry, Alexa488-MEK5 binding to MEKK2 WT; actives lie on both sides; binding response (% of control), % at 10 µM; AID 1531; Q9Y2U5; hit rate 1.1% among 290,000; in the data active = binding response below about 67% or above about 130%
V1aR counter: V1a receptor agonism, counter-screen for OXTR agonists | P37288 | activation, % at 3 µM | hit rate 0.25% among 320,000 | CHO-V1R cells, Fluo-8 calcium fluorescence, agonist mode; 0% DMSO, 100% 3 nM vasopressin;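 active = activation above the mean activation of all tested compounds plus 3 SD, per screening run, cut at about 20% in these data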;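 also: signal is peak over basal fluorescence ratio across a 100 second FLIPR read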
Target sequence (P37288 whole entry, looked up): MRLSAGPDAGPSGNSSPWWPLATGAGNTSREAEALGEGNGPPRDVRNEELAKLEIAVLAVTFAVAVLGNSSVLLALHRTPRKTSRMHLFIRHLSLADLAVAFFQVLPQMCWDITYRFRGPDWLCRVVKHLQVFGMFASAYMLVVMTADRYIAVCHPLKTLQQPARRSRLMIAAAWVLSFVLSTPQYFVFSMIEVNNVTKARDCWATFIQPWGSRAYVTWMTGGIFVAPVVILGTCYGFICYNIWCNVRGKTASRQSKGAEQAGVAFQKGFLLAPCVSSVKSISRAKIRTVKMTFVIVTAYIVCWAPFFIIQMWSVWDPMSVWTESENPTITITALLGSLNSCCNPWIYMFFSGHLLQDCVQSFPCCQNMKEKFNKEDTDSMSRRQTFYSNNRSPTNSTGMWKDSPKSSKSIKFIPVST
MEKK2mut PB1 HTS: signal of MEK5 binding to mutant human MEKK2 PB1 domain; percent response, % at 10 µM; hit rate 0.35% among 290,000; bead flow cytometry, Alexa488-MEK5 binding to MEKK2 mutant; in the data active = percent response above about 24%, passing the limit was not always enough; also: inactives centre near 1; some results filed as inactive read as strong as hits
OXTR potentiator: potentiates the human oxytocin receptor response; P30559; CHO-OTR cells, Fluo-8 calcium fluorescence, potentiator mode; 0% = oxytocin EC15, 100% = EC100; activation, % at 3 µM; hit rate 0.061% among 320,000; AID 2445;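 active = activation above that plate's cutoff, the mean activation of tested compounds plus 3 SD, cut at about 6.6% in these data, passing the limit was not always enough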;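 also: 100% uses oxytocin at 75 nM as the full agonist control; some results filed as inactive read as strong as hits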
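Material: human OTR in CHO cells. Compound: 3.0 µM, one dose. Timing: compound 6 min at room temperature before oxytocin, 100 s read. Evaluation: % activation of max/min ratio relative to oxytocin controls. Replication: single well per compound, singlicate. Signal: Fluo-8 calcium dye fluorescence.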
M18AAP inhibitor: blocks P. falciparum M18 aspartyl aminopeptidase. recombinant PfM18AAP, H-Glu-NHMec fluorogenic cleavage. inhibition, % at 7.35 µM. hit rate 1.2% among 290,000;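 active = inhibition above the campaign mean inhibition over all tested compounds plus 3 SD, cut at about 28% in these data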;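 also: 0% = plate median of test compound wells and 100% = 2 mM ZnCl2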
GPR7 antag: human neuropeptides B/W receptor 1 antagonism; P48145; AID 1861; GPR7-expressing cells, fluorescence antagonist assay; inhibition, % at 4.4 µM; hit rate 1.1% among 290,000; in the data active = inhibition above about 16%, passing the limit was not always enough;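 also: cells stimulated with the agonist NPW; 0% = agonist with vehicle and 100% = vehicle without agonist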
Target sequence (P48145 whole entry, looked up): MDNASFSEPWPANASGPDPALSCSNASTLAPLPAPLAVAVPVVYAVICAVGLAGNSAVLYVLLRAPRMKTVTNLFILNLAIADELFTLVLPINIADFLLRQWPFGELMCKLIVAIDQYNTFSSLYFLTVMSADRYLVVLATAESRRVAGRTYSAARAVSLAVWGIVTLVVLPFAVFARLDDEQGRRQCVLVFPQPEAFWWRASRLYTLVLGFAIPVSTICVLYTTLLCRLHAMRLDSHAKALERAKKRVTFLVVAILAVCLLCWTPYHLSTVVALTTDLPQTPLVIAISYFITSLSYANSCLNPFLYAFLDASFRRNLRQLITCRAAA
* hit, by the source's call; . = no result given.

The first four records as a preview:
structure,OXTR ag,GalR3 antag,NALP1 inh,MEKK2 WT-MEK5,V1aR counter,MEKK2mut PB1 HTS,OXTR potentiator,M18AAP inhibitor,GPR7 antag
CCC(C)NC(=O)c1c(N)n(/N=C/c2cccs2)c2nc3ccccc3nc12 (stereo unspecified),.,.,20,94,.,1,.,3,-6
Cc1ccc(CN2CCSc3sccc3C2=O)cc1,-1.7,-7,26*,110,-0.9,14,3,-1,-8
COc1ccc(-n2c(C(C)(C)C)csc2=Nc2c(C)n(C)n(-c3ccccc3)c2=O)cc1,-1.0,-3,19,101,-0.2,4,-8,6,-7
CSc1ccc(/C=N/NC(=O)c2cccc(O)c2)cc1,-0.2,-5,8,103,2.3,14,-14,2,18

This part in full, from the start:
structure,OXTR ag,GalR3 antag,NALP1 inh,MEKK2 WT-MEK5,V1aR counter,MEKK2mut PB1 HTS,OXTR potentiator,M18AAP inhibitor,GPR7 antag
CCC(C)NC(=O)c1c(N)n(/N=C/c2cccs2)c2nc3ccccc3nc12 (stereo unspecified),.,.,20,94,.,1,.,3,-6
Cc1ccc(CN2CCSc3sccc3C2=O)cc1,-1.7,-7,26*,110,-0.9,14,3,-1,-8
COc1ccc(-n2c(C(C)(C)C)csc2=Nc2c(C)n(C)n(-c3ccccc3)c2=O)cc1,-1.0,-3,19,101,-0.2,4,-8,6,-7
CSc1ccc(/C=N/NC(=O)c2cccc(O)c2)cc1,-0.2,-5,8,103,2.3,14,-14,2,18
O=C(NCCc1c[nH]c2ccccc12)C1CCCN(S(=O)(=O)c2ccccc2)C1 (stereo unspecified),4.2,-8,-11,109,4.2,1,-4,3,-8
CC(NC(=O)c1csc2ccccc12)C1CCCO1 (stereo unspecified),-0.7,0,17,102,-0.7,3,-5,2,-7
COC(=O)c1ccccc1NC(=O)c1cccc(NC(=O)C(C)C)c1,-1.0,-2,1,102,-0.5,-3,-5,0,-17
O=C1C2CC(O)CN2C(=S)N1Cc1ccccc1 (stereo unspecified),0.1,-7,26,84,1.1,-5,-5,-4,2
Cc1cccc(-n2cnc3cc([N+](=O)[O-])ccc32)c1,-1.4,1,13,97,-0.8,0,-4,-2,2
Cc1cc(C)cc(C(=O)N2CCC3(CC2)NCCc2[nH]cnc23)c1,1.3,-2,21,98,0.9,-8,1,-8,0
O=C(CO/N=C/c1ccccc1OC(F)F)NC1CCCC1,-1.2,-1,-3,101,0.7,-2,-5,3,-10
CCn1c(CCCNC(=O)c2cccs2)nc2ccccc21,-0.1,.,.,106,-0.1,5,-4,-1,-9
CCOC(=O)C1=C(O)/C(=C/c2ccc(OCC(=O)O)c(OCC)c2)SC1=Nc1ccccc1,-0.4,0,-7,101,0.1,5,-1,4,-16
COc1cc2c(cc1OC)CN(c1ccc([N+](=O)[O-])cc1Cl)CC2,-2.6,-5,12,101,0.6,0,-7,-13,7
CCCCSc1oc(-c2ccco2)nc1S(=O)(=O)c1ccccc1,-1.3,-12,20,107,-1.2,4,-8,0,-8
CCCCCC(=O)Nc1ccc(C(=O)COC(=O)Cn2cnc3c2c(=O)n(C)c(=O)n3C)cc1,0.0,3,.,.,-0.2,.,-5,.,.
COc1cc(NC(=O)C2CC(=O)N(Cc3ccco3)C2)cc(OC)c1 (stereo unspecified),0.0,-4,.,.,0.3,.,-5,.,.
O=C(C1=C[C@H](c2ccc(Br)cc2)C[C@H](OCCCCO)O1)N1CCN(Cc2ccccc2)CC1,3.4,-5,-3,96,0.7,2,-10,-2,3
O=C(O)c1ccccc1-c1nc(-c2ccccc2)c(-c2ccccc2)[nH]1,-0.6,6,2,99,0.5,0,-14,-5,-16
Cc1ccc(OCC(=O)N2CC(C)CC(C)C2)c([N+](=O)[O-])n1 (stereo unspecified),1.1,-3,.,.,1.5,.,7,.,.
CCCCc1cc(=O)oc2cc(OCc3nn[nH]n3)c(Cl)cc12,-0.3,0,5,106,1.7,5,-1,8,-9
C/C(=N\NC(=O)c1cccnc1)c1cc2ccccc2o1,0.1,-6,0,99,0.1,-3,-5,-1,9
CCO[C@@H]1OC(C(=O)NC2CC2)=C[C@H](C)[C@H]1CCCO,-0.3,-5,.,80,-0.2,-20,-3,.,.
CC(C)CCn1cnc2c([nH]c3cccc(Cl)c32)c1=O,-1.3,8,12,101,-0.2,9,-6,8,16
CNC(=O)c1ccc(CN(C)CC(=O)Nc2ccccc2C(=O)NC2CC2)cc1,0.4,-5,.,.,0.8,.,-3,.,.

structure,OXTR ag,GalR3 antag,NALP1 inh,MEKK2 WT-MEK5,V1aR counter,MEKK2mut PB1 HTS,OXTR potentiator,M18AAP inhibitor,GPR7 antag
COCC(C)n1c(C)cc(C(=O)CSc2cc(C)c3ccccc3n2)c1C (stereo unspecified),-2.6,-4,31,92,-0.8,-4,-5,11,-13
Cc1cc(C)n2nc(SCC(=O)N(C(C)C)C(C)C)nc2n1,0.2,-3,-26,101,0.1,6,-11,0,3
Cc1cccn2c(=O)nc(SCC(=O)NCc3ccc(F)cc3)nc12,0.5,-2,.,.,0.7,.,4,.,.
COc1ccc2c(c1)C(SCC(=O)NCCc1ccc(Cl)cc1)CC(C)(C)O2 (stereo unspecified),-2.7,-2,35,98,-0.3,-4,-6,-3,-1
CCOc1ccc(CN2CCNC(=O)C2CC(=O)N(C)C2CCCCC2)cc1 (stereo unspecified),-0.5,1,11,105,0.1,0,-2,1,-7
CCOc1ccccc1C1CC(=O)Nc2cc(C)c(C)cc21 (stereo unspecified),-1.3,-13,7,105,-0.5,4,-21,-2,-6
COc1cc2c(=O)n(CCCC(=O)NCC3CCCO3)c(=O)n(CC(=O)c3ccc(F)cc3)c2cc1OC (stereo unspecified),0.0,-6,-3,101,0.7,-3,0,-5,-15
CCCN1CCN(CCCNC(=O)c2cc3c(=O)[nH]c4ccccc4c3s2)CC1,0.4,-8,25*,112,0.2,7,-3,4,-7
CCOc1cc(/C=N/NC(=O)COc2ccc(C)cc2)ccc1OC(=O)c1cccs1,-0.9,-5,2,99,-0.2,2,-6,1,-7
CC(C)(C)OC(=O)C[C@@H]1C/C=C\C[C@H](CC(=O)NCCO)C(=O)NC[C@H](c2ccccc2)OC1=O,1.2,-3,.,.,0.5,.,-3,.,.
CC(OC(=O)CNC(=O)c1ccc(F)cc1)C(=O)Nc1ccc(S(=O)(=O)N2CCOCC2)cc1 (stereo unspecified),1.3,-2,.,.,0.7,.,1,.,.
Cc1cccc(C(=O)Nc2ccc3c(c2)ncn3C)c1,0.7,-12,4,104,1.1,-1,-4,-2,10
COC(=O)N1[C@H](Cc2ccccc2)C=C[C@]1(C)C(=O)NCc1ccccn1,0.0,.,18,96,0.5,-5,-4,-6,-3
Cn1c2ccccc2c(=O)c2c(=O)n(Cc3ccco3)c(-c3ccc(C(C)(C)C)cc3)nc21,-2.3,.,.,91,-0.2,1,-12,2,-9
Cc1ccc(-c2cc(Cc3ccc(N(C)C)cc3)c(=O)[nH]n2)cc1,-1.5,-4,.,105,-0.4,11,-6,9,-8
COC(=O)[C@H](CC(C)C)NC(=O)N1CCC(C)CC1,0.5,-3,6,100,0.1,4,1,-2,0
Cc1nn(-c2ccccc2)c(Cl)c1/C=N/NC(=O)c1cccnc1,-0.1,0,21,101,1.1,2,-2,0,-1
Cc1[nH]c(=S)sc1Cc1ccc(Cl)c(Cl)c1,0.1,-6,14,95,1.0,-2,-5,6,6
O=C(NC(Cc1c[nH]c2ccccc12)C(=O)N1CCOCC1)c1cccs1 (stereo unspecified),2.0,-7,10,92,1.7,-3,-7,4,-9
O=C(O)c1ccc(S(=O)(=O)NCc2cccnc2)cc1,0.2,-4,14,107,1.0,7,-6,-1,-1
Nc1nnc(N)c2ccccc12,0.2,-4,-1,93,0.4,-9,-4,3,-21
O=C(CCSc1ccccc1)Nc1ccccc1Br,-1.1,-1,23,85,-1.0,-8,-5,12,11
O=C(C1=C(O)C(=O)N(CCc2ccccc2)C1c1cccnc1)c1ccco1 (stereo unspecified),-0.2,3,20,99,2.4,-3,-10,-6,1
Cc1cc(C)n2nc(C(=O)NCc3ccccc3)nc2n1,9.4,.,34,105,0.7,20,-14,3,13
COc1cc(C(=O)NCC(=O)N/N=C/c2ccccn2)cc(OC)c1OC,0.1,-8,27,96,0.3,-11,-1,-1,-9

structure,OXTR ag,GalR3 antag,NALP1 inh,MEKK2 WT-MEK5,V1aR counter,MEKK2mut PB1 HTS,OXTR potentiator,M18AAP inhibitor,GPR7 antag
O=C(CSc1nnc(CNC(=O)c2ccccc2)o1)c1ccccc1,0.4,-1,22,100,1.5,4,-8,-1,-5
CC1(C)CC(=O)C(C=NCCc2ccc(S(N)(=O)=O)cc2)=C(O)C1,1.7,-5,4,99,1.3,-5,0,-8,-3
Cc1cc(C)c(C)c(S(=O)(=O)NNC(=O)c2cccc(S(=O)(=O)N3CCOCC3)c2)c1C,1.4,-5,31,102,0.1,-1,-8,2,3
COC(=O)CCCN1C(=O)c2cccc3cccc(c23)C1=O,-1.1,0,18,115,-0.9,13,0,-3,-5
CC1(CCc2ccccc2)NC(=O)N(CC(=O)N2CC(=O)Nc3ccccc32)C1=O (stereo unspecified),-0.4,-5,11,82,-0.7,-16,-4,-4,2
CCC(=O)NC(=S)Nc1ccc(NC(=O)c2ccco2)cc1,-0.2,5,5,96,0.9,-4,-5,8,3
NC(=O)c1cc(C(=O)Cc2ccccc2)c[nH]1,1.0,-9,6,104,1.3,2,-7,-6,8
Cn1c(C(C(=O)NCC2CCCO2)N(CCc2ccccc2)C(=O)Cn2nnc3ccccc32)nc2ccccc21 (stereo unspecified),-1.5,-7,27,92,0.0,-1,-6,-1,-8
Cc1ccc(NC(=O)CS(=O)CC(=O)N(C2CCCC2)C(C)C(=O)NC2CCCCC2)cc1 (stereo unspecified),-0.8,-9,-20,107,-0.2,6,-9,-14,-7
CCCCn1nnc(NC(=O)CC23CC4CC(CC(C4)C2)C3)n1,-0.6,-3,9,102,-0.3,-1,1,-15,14
Cc1cc(C)c(S(=O)(=O)c2c(C)cccc2C)c(OCC(C)C)n1,-1.3,-3,16,97,-0.5,-4,-7,0,1
Cc1ccc2sc(C)[n+](CCCS(=O)(=O)[O-])c2c1,1.1,-1,26,108,1.6,5,-4,10,-10
CC(C)c1ccc(NC(=O)COC(=O)c2c[nH]c(=O)[nH]c2=O)cc1,-0.7,1,18,106,0.9,0,-5,3,-14
COc1ccc(-c2c(-c3cc(OC)c(OC)c(OC)c3)noc2C)cn1,0.9,.,12,99,1.9,-2,-13,-10,7
Cc1cc(O)c(C=Nc2ccc(Cl)cn2)c(=O)o1,0.8,0,4,101,1.2,3,-10,4,-2
Cc1cccc(NC(=O)CSc2nnc(CCC(=O)Nc3ccc(C)c(Cl)c3)n2C)c1,-1.4,-7,35,108,-0.6,5,-5,0,-11
COC(=O)c1nn(-c2ccccc2)c(Sc2ccc(OC)cc2)c1/C=N/O,-2.5,-1,-7,111,-1.0,10,-3,1,-2
O=C(NC1CCCCCC1)c1c2c(nc3ccccc13)CCN(Cc1ccccc1)C2,-2.7,2,31,108,-1.3,-1,-5,-2,3
O=C(CN1CCc2ccccc21)NC(=O)NCc1ccco1,-1.4,0,15,83,1.8,-2,-10,4,-3
